Compound activity deposited in PubChem by National Center for Advancing Translational Sciences (NCATS).
4MU fluor – qHTS Assay for Spectroscopic Profiling in 4-MU Spectral Region | compound autofluorescence, 340/450 nm, 4-MU equivalents; active compounds read high | max dye-equivalent concentration, M | 59,000 compounds, 11% hits | AID 589, 2007; in the data active means max dye-equivalent concentration above about 10 nM; inconclusive means mostly about 1.1 nM to 9.6 nM
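Intrinsic fluorescence at 340/450 nm (ex/em) was read after 15 min at room temperature in pH 8.0, 100 mM Tris. Each compound concentration expressed as 4-MU-equivalent concentration from a six-point 4-MU standard series on each plate.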
Ub-GFP proteasome – Ubiquitin-GFP Assay; AID 526, 2006; Ubiquitin-GFP reporter cells, proteasome inhibition, GFP fluorescence; response scale: untreated = 0%, 10 µM MG-132 = 100%; 67,000 tested, under 10 active; Potency, µM (doses to about 45.9 µM), without a hit: at the highest dose activation (GFP accumulation), actives largely listed as activators; active means well fitted activation curve with a large enough effect, not every such curve was filed as active; inconclusive means small, poorly fitted or top-dose-only effect, or another doubt; inactive means no such curve, though single readings can be large or run the other way; further: potency means the concentration at half of the fitted maximal effect
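Reporter cells (U2OS, ubiquitin-G76V-GFP fusion) are plated overnight, then treated 4 hr at 37 °C with compound titrations from 46 uM down to 2.9 nM. Activity is scaled against untreated cells and 10 uM MG-132.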
GFP derepression – qHTS Assay for Epigenetic Modulators; mouse C127i GFP locus derepression, cytometry, 30 h; Potency, µM (doses to about 46.1 µM), inactives show at the highest dose GFP derepression (activation); 68,000 compounds, 0.09% hits; further: % of control where 0% means no effect
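Locus derepression in mouse mammary C127i cells whose integrated CMV-GFP reporter is normally silent; GFP expression after 30 h compound treatment was quantified by counting fluorescent cells.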
Fluorescein autfl – qHTS Assay for Spectroscopic Profiling in Fluorescein Spectral Region | Compound autofluorescence, 480/540 nm, fluorescein-equivalent; active compounds read high | max fluorescein-equivalent concentration, M | 59,000 compounds, 0.91% hits | AID 593, 2007; in the data active means max fluorescein-equivalent concentration above about 10 nM; inconclusive means between about 1.1 nM and that limit
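Compounds were pin-transferred into 100 mM Tris buffer, pH 8.0, and incubated 15 min at room temperature. Fluorescence was read at 480 nm excitation/540 nm emission. Signals were normalized to an on-plate six-point fluorescein standard curve as dye-equivalent concentration.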
HBB splice mod – qHTS Assay for Modulators of Hemoglobin Beta Chain Splicing; HBB splicing reporter cell assay, activation; EGFP reporter with mutant IVS2-654 intron; response scale: normalised to 500 nM splice-correcting PNA; Potency, µM (series often up to 46.1 µM), without a hit: at the highest dose activation, actives largely listed as activators; 65,000 compounds, 0.06% hits; further: potency means the concentration at half of the fitted maximal effect; 0% is about no effect
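Compounds were applied for 2 days to HeLa EGFP-654 cells, 500/well in Optimem with 2% FCS. The reporter's EGFP is disrupted by mis-splicing of beta-globin intron IVS2-654. Readout: summed well GFP fluorescence from 488 nm laser scanning; reference was 500 nM antisense […] 654 PNA.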
TexasRed autofl – qHTS Assay for Spectroscopic Profiling in Texas Red Spectral Region. Compound fluorescence, Texas Red channel, 547/618 nm; active compounds read high. max dye-equivalent concentration, M. 59,000 compounds, 0.06% hits. AID 587, 2007; in the data active means max dye-equivalent concentration above about 10 nM; inconclusive means between about 1.1 nM and that limit
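Spectral interference profiling: each compound concentration's relative fluorescence, read with a 547 nm excitation and 618 nm emission filter pair, was normalized to a per-plate Texas Red standard curve.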
ERK AVP inh – qHTS Assay for Inhibitors of the ERK Signaling Pathway using a Homogeneous Screening Assay; HEK293-V1b, vasopressin-stimulated pERK AlphaScreen; Potency, µM (titrated, usually from 57.5 µM), inactives show at the highest dose activity, negative = inhibition, actives largely listed as inhibitors; 72,000 compounds, 0.99% hits; further: potency means the concentration at half of the fitted maximal effect; on the % scale 0 is the no-effect control and ±100 the full control effect; nearly all actives have a fitted effect of over 55% in size
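V1b-HEK293 cells; cpd 30 min 37C; 25 nM vasopressin 5 min; lyse 10 min; AlphaScreen beads 5 hr RT. Normalized to DMSO basal and 25 nM vasopressin; AC50 by Hill fit.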
CRE-bla Fsk – Cell signaling CRE-BLA (Fsk stim) | 71,000 compounds, 2.5% hits | AID 662, 2007 | CHO CRE-bla reporter (cAMP response element driving beta-lactamase), forskolin EC10, beta-lactamase ratio | Potency, µM (top dose mostly 38.2 µM), inactives show at the highest dose activity change, negative = inhibition, hits mostly activators; active means well fitted activation curve with a large enough effect in the signal ratio, with a control signal flat, not every such curve was filed as active; inconclusive means small, poorly fitted or top-dose-only effect, or effect the other way, or a change in a side signal; the % refers to the signal ratio; further: potency means the concentration at half of the fitted maximal effect; % of control where 0% means no effect
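The 460nm/530nm emission ratio after CCF4 loading defined %Activity, from which AC50 values were obtained. CRE-bla CHO cells received compound dilution series together with an EC10 level of NKH 477 for 3 hours at 37 degrees Celsius.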
FLuc inh – qHTS Assay for Inhibitors of Firefly Luciferase. Luciferin 4-monooxygenase (Photinus pyralis), P08659. purified firefly luciferase, luminescence, 8 min. Potency, µM (top dose mostly 57.1 µM), for the others: at the highest dose activity change, negative = inhibition, hits mostly inhibitors. 72,000 compounds, 2.2% hits. AID 411, 2009; further: potency means the concentration at half of the fitted maximal effect; on the % scale 0 is the no-effect control and ±100 the full control effect; nearly all actives have a fitted effect of over 40% in size
Target sequence (P08659 whole entry, looked up): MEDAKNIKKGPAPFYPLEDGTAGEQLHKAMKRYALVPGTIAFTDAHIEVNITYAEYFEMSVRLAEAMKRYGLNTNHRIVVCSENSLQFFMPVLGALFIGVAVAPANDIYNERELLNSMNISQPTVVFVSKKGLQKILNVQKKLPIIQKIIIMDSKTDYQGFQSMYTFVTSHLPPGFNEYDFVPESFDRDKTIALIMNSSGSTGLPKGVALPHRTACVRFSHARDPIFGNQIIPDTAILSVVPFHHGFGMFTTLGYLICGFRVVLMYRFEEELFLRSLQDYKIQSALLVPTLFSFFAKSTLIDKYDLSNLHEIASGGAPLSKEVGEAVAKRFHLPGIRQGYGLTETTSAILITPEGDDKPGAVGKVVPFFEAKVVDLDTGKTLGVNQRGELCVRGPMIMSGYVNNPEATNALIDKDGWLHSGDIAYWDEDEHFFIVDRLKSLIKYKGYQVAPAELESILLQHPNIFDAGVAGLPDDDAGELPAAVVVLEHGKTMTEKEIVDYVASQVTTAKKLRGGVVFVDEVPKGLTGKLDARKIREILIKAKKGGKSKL
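qHTS concentration-response profiling: light output of P. pyralis luciferase with luciferin and 10 uM ATP, imidazole buffer pH 7.2. Read by luminescence after 8-min room-temperature incubation.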
A350 fluor – qHTS Assay for Spectroscopic Profiling in A350 Spectral Region; 59,000 compounds, 11% hits; Compound autofluorescence, 340/450 nm, Alexa 350 dye-equivalents; active compounds read high; max dye-equivalent concentration, M; in the data active means max dye-equivalent concentration above about 10 nM; inconclusive means mostly about 1.1 nM to 9.6 nM
Hsp90 Hop PPI – qHTS Assay for Disrupters of an Hsp90 Co-Chaperone Interaction; AlphaScreen TPR2A-His6 binding biotin-Hsp90 C-terminal peptide; AID 595, 2007; Potency, µM (highest dose often 57 µM), without a hit: top-dose activity change, negative = inhibition; 71,000 compounds, 0.44% hits; Hsp90 C-terminal peptide / TPR2A (Hop) interaction, human; active means well fitted curve in either direction with a large enough effect; inconclusive means small, poorly fitted or top-dose-only effect, or another doubt; further: potency means the concentration at half of the fitted maximal effect; on the % scale 0 is the no-effect control and ±100 the full control effect; many of its hits are not listed in these tables
An asterisk follows results filed as active; i = inactive; ? = inconclusive; · = not tested or not shown; [ ] = dose if it differs, or a comment. Unless noted, the call rests on the fitted dose curve; in most records, active means well fitted curve in the direction sought with a large enough effect; inconclusive means small, poorly fitted or top-dose-only effect, or another doubt; inactive means no such curve, though single readings can be large; an effect the other way counts as inactive or inconclusive.

SMILES	4MU fluor	Ub-GFP proteasome	GFP derepression	Fluorescein autfl	HBB splice mod	TexasRed autofl	ERK AVP inh	CRE-bla Fsk	FLuc inh	A350 fluor	Hsp90 Hop PPI
O=S(=O)(c1cccc(-c2csc(-c3cccnc3)n2)c1)N1CCCCC1	i	16%	0%	i	-0.3%[1.84 µM]	i	-4%	?	-1%	i	0%
CN(Cc1ccco1)c1ncncc1-c1ccoc1	?	7%	3%[9.22 µM]	?	0.5%	i	-10%	22%	-1%[2.29 µM]	?	-11%
COc1ccc(OC)c(C2C(C(C)=O)=C(O)C(=O)N2c2ccc(F)cc2)c1 (stereo unspecified)	·	23%[9.17 µM]	0%	·	3.3%[0.0738 µM]	·	-2%	?	0%	·	-8%[11 µM]
CCOc1ccc2cc(S(=O)(=O)N3CCOCC3)ccc2c1	i	5%	3%	i	0.7%	i	-18%	?	-1%	i	-5%
CCn1nnc(-c2ccccc2NC(=O)c2cc(OC)c(OC)c(OC)c2)n1	i	-3%	0%	i	·	i	-11%	2.5µM*	1%	i	12%
O=C(COC(=O)c1cnccn1)c1ccc(Br)cc1	·	-1%	0%	·	-0.9%	·	4%	-4%	-22%	·	-9%
CN1CCCN(C)C1c1cc([N+](=O)[O-])ccc1O	i	4%[9.17 µM]	0%[9.22 µM]	i	4.1%[9.22 µM]	i	5%[11.5 µM]	14%[7.6 µM]	1%[11.4 µM]	i	-1%[11 µM]
CCOC(=O)C1C2C=CC3(CN(Cc4ccco4)C(=O)C13)O2 (stereo unspecified)	i	-7%	0%	?	·	i	-11%	7%	3%	i	-2%
CC(=O)c1c(C)[nH]c(C(=O)Nc2c(C)n(C)n(-c3ccccc3)c2=O)c1C	i	7%	4%	i	-0.2%[57.5 µM]	?	0%	-7%	5%	i	-4%
COC(=O)NC1CSCC1OC(=O)c1ccc(Br)cc1 (stereo unspecified)	i	-3%	3%	i	-0.8%	i	-16%	-6%	1%	i	-2%
CC(O)(C#CCN1CCCC1)c1ccccc1 (stereo unspecified)	·	-7%	0%	·	0.2%[9.22 µM]	·	-4%	-2%	-5%	·	-1%
Cc1cnc(CNc2ncnc3ccc(-c4ccc(N(C)C)cc4)cc23)cn1	i	-1%	11%[9.22 µM]	i	0.7%	i	?	?	-3%[2.29 µM]	i	-21%
Cc1ccc2[nH]c(C)c(CN(C)C3CCN(C)CC3)c(=O)c2c1	i	12%	2%	i	-1.1%	?	-10%	?	-2%	i	0%
COC(=O)C1=C(C(=O)c2ccccc2)C(c2cccs2)n2nnnc2N1 (stereo unspecified)	i	-1%	1%	?	-0.2%	i	16%	-2%	0%	i	-5%
O=C(Nc1ccc2c(c1)OCCO2)c1ccc(Cl)c(S(=O)(=O)N2CCOCC2)c1	i	-6%	0%	i	1.2%	?	?	-1%	-9%	i	-6%
COc1ccc(CN2CC(C(=O)NCCCN3CCCCCC3)CC2=O)cc1 (stereo unspecified)	i	-6%	-1%	?	0.2%	i	-5%	8%	1%	i	-6%
CCn1c(N)c(C(N)=O)sc1=S	i	-2%	4%	?	-2.9%	?	-7%	-4%	0%	?	-4%
O=C(CSC1=NCCS1)N1CCN(c2ccccc2)CC1	i	-2%	3%	i	-1.8%	i	2%	-22%	1%	i	-5%
N#Cc1cccc(NC(=O)N2CC[C@@]3(CCCN(C(=O)c4csnn4)C3)C2)c1	i	-6%	0%[9.22 µM]	i	3.3%	i	5%	1%	3%[11.4 µM]	i	-4%
O=C1c2ccccc2C(=O)N1CCCc1nc(-c2ccc(Cl)cc2)no1	·	-1%	2%	·	-0.1%	·	2%	-2%	4%	·	5%
Cc1ccc2nc(C)c(C)nc2c1N	i	-9%	0%	i	-0.3%	i	-9%	27%	0%	i	4%
COc1ccccc1N1CCN(C(=O)c2cc(-c3cccs3)on2)CC1	i	-8%	0%	?	2.2%	i	-10%	?	0%	i	2%
CSc1oc(-c2ccc(F)cc2)nc1S(=O)(=O)c1ccccc1	i	4%	2%	?	-5.4%	i	17%	15%	-1%	i	3%
COc1ccc(CNc2ncncc2-c2ccc3c(c2)OCO3)c(OC)c1	i	-8%	8%[9.22 µM]	i	0.7%	?	?	3.2µM*	-13%[2.29 µM]	i	-8%
Cc1ccc2nc(-c3ccccc3Cl)cc(C(=O)Nc3cc(C)on3)c2c1	i	-2%	4%	i	-0.2%	i	-15%	7%	1%	?	-3%

Quoted from the entries so far, 3 compounds:
SMILES	4MU fluor	Ub-GFP proteasome	GFP derepression	Fluorescein autfl	HBB splice mod	TexasRed autofl	ERK AVP inh	CRE-bla Fsk	FLuc inh	A350 fluor	Hsp90 Hop PPI
O=S(=O)(c1cccc(-c2csc(-c3cccnc3)n2)c1)N1CCCCC1	i	16%	0%	i	-0.3%[1.84 µM]	i	-4%	?	-1%	i	0%
CN(Cc1ccco1)c1ncncc1-c1ccoc1	?	7%	3%[9.22 µM]	?	0.5%	i	-10%	22%	-1%[2.29 µM]	?	-11%
COc1ccc(OC)c(C2C(C(C)=O)=C(O)C(=O)N2c2ccc(F)cc2)c1 (stereo unspecified)	·	23%[9.17 µM]	0%	·	3.3%[0.0738 µM]	·	-2%	?	0%	·	-8%[11 µM]

(more compounds)
SMILES	4MU fluor	Ub-GFP proteasome	GFP derepression	Fluorescein autfl	HBB splice mod	TexasRed autofl	ERK AVP inh	CRE-bla Fsk	FLuc inh	A350 fluor	Hsp90 Hop PPI
O=C(O)CCCc1ccc2ccccc2c1	i	-5%[9.17 µM]	0%[9.22 µM]	i	0.2%[9.22 µM]	i	-15%[11.5 µM]	-8%[7.6 µM]	1%[11.4 µM]	i	4%[11 µM]
CCN(CCCNC(=O)C1CCN(S(=O)(=O)c2cccc3nonc23)CC1)Cc1ccccc1	i	-15%	0%	i	-0.4%	i	-5%	-20%	2%	i	-7%
OC(CCN1CCCCC1)(c1ccccc1)C1CCCCC1 (stereo unspecified)	i	·	-2%[20.6 µM]	?	·	i	4%	·	-1%[25.5 µM]	?	·
CCN1CCN(Cc2ccc(OC)c(OCc3ccccc3)c2)CC1	i	-8%	-4%	?	2.8%	i	?	-7%	2%	i	-1%
COc1ccc(NC(=O)N2CCC(O)(c3cccnc3)CC2)c(OC)c1	i	2%	-1%	i	·	i	2%	-2%	-1%	i	-11%
NC(=O)c1ccccc1-c1nc(-n2ccnc2)c2ccccc2n1	?	0%	9%[9.22 µM]	i	0.3%	i	?	-14%	2%[2.29 µM]	?	-1%
O=C(O)CCC(=O)N(Cc1cccs1)Cc1cccs1	i	7%	-3%	i	·	i	2%	-7%	4%	i	-3%
Cc1ccc(C(=O)N2CCN(C)CC2)cc1S(=O)(=O)N1CCCCC1	i	-1%	2%	?	0.2%[57.5 µM]	i	35%[activator]	2%	2%	i	-1%
Cc1cc(C)cc(N(CC(=O)NC2CCC(C)CC2)S(=O)(=O)c2c(C)noc2C)c1 (stereo unspecified)	·	-4%	0%	·	-0.6%	·	-5%	-3%	-7%	·	2%
CCCC1=[N+](CC)CCn2c(C)ccc21	?	24%	0%	?	5.4%	i	6%	-11%	2%	?	-6%
O=C(Nc1ccncc1)c1cccs1	·	2%	0%	·	-0.9%[9.22 µM]	·	-9%	-20%	-1%	·	-3%
O=C(O)C(Oc1ccc2c3c(c(=O)oc2c1)CCC3)c1ccccc1 (stereo unspecified)	9.3e-08M*	-1%	-2%	i	-0.4%	?	-17%	3%	-1%	1.1e-07M*	5%
O=c1cc(N2CCCC2)[nH]c(=O)n1-c1ccc(Cl)cc1	i	4%	-2%	?	1.1%	i	13%	-26%	-1%	i	-1%
C=CCN=C(NC#N)SCC(=O)NC(C)(C)C	i	6%	5%	i	0.6%	i	1%	?	0%	i	-3%
O=C(c1cccc(F)c1)N1CCC2(CCN(Cc3cc(C(F)(F)F)cc(C(F)(F)F)c3)CC2)CC1	i	4%	0%[9.22 µM]	i	0.6%	i	-6%	4%	2%[11.4 µM]	i	-1%
Cc1cnc(CNc2ccnc(-c3c(C)noc3C)n2)cn1	i	-9%	-1%[9.22 µM]	?	-0.2%	i	4%	?	-4%[2.29 µM]	i	-18%
CCC(Oc1ccc(C)c(C)c1)C(=O)O (stereo unspecified)	i	-4%	4%	i	0.1%	?	-1%	-5%	0%	i	-4%

Only part of the results is shown, so the mix of outcomes need not match the whole.
